PAFAH2 FP inh: inhibitors of human PAFAH2 | Q99487 | recombinant PAFAH2, FP-rhodamine activity probe, fluorescence polarization | inhibition, % at 3.39 µM | actives 0.99% (n = 340,000);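 active = inhibition above the mean over all tested compounds plus 3 SD, cut at about 30% in these data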;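 note: inhibitors block probe labeling of enzyme so polarization drops; 0% = enzyme with DMSO and 100% = wells lacking PAFAH2 protein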
The depositor's hits bear a star. The list is partial; rates above refer to the full screens.

SMILES	PAFAH2 FP inh
COc1ccc(CC2C(=O)NC(C)C(=O)N(C)C3Cc4ccc(cc4)Oc4cc(ccc4O)CC(C(=O)NC(C)C(=O)NC(C)C(=O)N2C)N(C)C3=O)cc1 (stereo unspecified)	1
COc1ccc(CNCCS(=O)(=O)NCc2ccc(OC)cc2)cc1	6
CCC1([N+](=O)[O-])COC(c2ccc(C)cc2)OC1 (stereo unspecified)	-2
O=C(Nc1ccccc1C(=O)O)c1ncn[nH]1	-8
O=C1OC(c2ccccc2)Sc2ccccc21 (stereo unspecified)	81*
COc1cc(NC(=O)N[C@@H](Cc2c[nH]c3ccccc23)C(=O)O)c(C(=O)O)cc1OC	2
COc1ccccc1N(CC(=O)Nc1ccccc1C(=O)N1CCCC1)S(C)(=O)=O	-1
CN(C)S(=O)(=O)c1ccccc1N=C=S	4
Nc1ccc(N=Nc2ccccc2)cc1[N+](=O)[O-]	-2
C/C(=N\NC(=O)C(O)c1ccccc1)c1cccnc1 (stereo unspecified)	0
COc1cc2c(cc1NC(=O)COC(=O)Cn1cnc3ccccc31)oc1ccccc12	8
COc1ccc(OC)c(NC(=O)Nc2cccnc2)c1	-2
O=C(CCNC(=O)c1ccco1)NNC(=O)c1ccc(Br)cc1	5
CCC1(c2ccccc2)NC(=O)N(CC(=O)NNC(=O)c2ccc(F)cc2)C1=O (stereo unspecified)	-3
O=C1Nc2ccccc2SC1c1ccccc1Cl (stereo unspecified)	2
COc1ccc(C(C)(C)C)cc1NS(=O)(=O)c1cccc2cccnc12	0
CCN(C(=O)COC(=O)CCCOc1ccc(Cl)cc1C)c1c(N)n(Cc2ccccc2)c(=O)[nH]c1=O	1
O=C(COC(=O)C12CC3CC(CC(O)(C3)C1)C2)Nc1ccc(OC(F)F)cc1	45*
COc1ccc(N(CC(C)C)S(=O)(=O)c2nnc(NC(=O)CC(C)C)s2)cc1	1
CSCCC1Nc2ccc(S(=O)(=O)N3CCOCC3)cc2NC1=O (stereo unspecified)	2

2 of the compounds above, bar-delimited.
SMILES | PAFAH2 FP inh
CCC1([N+](=O)[O-])COC(c2ccc(C)cc2)OC1 (stereo unspecified) | -2
O=C(Nc1ccccc1C(=O)O)c1ncn[nH]1 | -8

Additional records:
SMILES	PAFAH2 FP inh
Cn1c(=O)c2c(nc(SCc3nn[nH]n3)n2Cc2ccccc2F)n(C)c1=O	-11
O=C(c1cccs1)N1CCN(C(=O)c2cccs2)C1=S	1
CCCn1cnc2c(Sc3c([N+](=O)[O-])ncn3C)nc(N)nc21	4
CCOc1ccc(S(=O)(=O)N2CCN(CCNS(=O)(=O)c3ccc(C)cc3)CC2)cc1	2
CN(CCc1ccccc1)C(=O)c1ccc(NC(=O)Cc2cccc(NC(=O)C3CCN(C(=O)C4CC4)CC3)c2)cc1	1
O=C(N/N=C\c1cccnc1)c1ccc(Cl)s1	0
O=C1[C@H](Cc2ccccc2)NCCCC[C@H](c2ccco2)N1Cc1ccccc1	12
O=C(COC(=O)COc1ccc(Cl)cc1Cl)NC1CCCC1	5
Cc1ccc(NC(=S)NC(=O)c2ccccc2)cc1NC(=S)NC(=O)c1ccccc1	-14
CN(CC(=O)Nc1ccccc1Br)C(=O)c1ccccc1OCc1ccc(Cl)cc1	0
Cc1cccc(N2CCN(C(=O)CN3C(=O)NC4(CCCCCC4)C3=O)CC2)c1C	0
Cc1c(Cl)cccc1NC(=O)C1CCCN(S(C)(=O)=O)C1 (stereo unspecified)	0
CN1CCC[C@H]1CCNc1ccc2c(=O)c3ccccc3n(C)c2c1	-7
COc1ccc(C=CC(=O)c2c(OC)cc(OC)c(OC)c2O)cc1	-2
CCN(CC)c1ccc(C(=O)NNC(=O)CNC(=O)c2ccco2)cc1	3
COc1ccc(OC(=O)c2ccc(OC)c(S(=O)(=O)N3CCOCC3)c2)cc1	1
Cc1ccc(OCC(=O)Nc2ccc(C)c(F)c2)c([N+](=O)[O-])n1	-1
Fc1ccc(CSc2nnc(-c3ccccn3)o2)cc1	6
CN1CCCN(S(=O)(=O)c2ccccc2)c2nc3ccccc3nc21	-1
CC(=O)NC1CC2CCCC(C1)N2C(=O)Nc1ccccc1C (stereo unspecified)	-1
Cc1cc(=O)oc2c3c(cc(OCC(=O)NCCC(=O)N[C@@H](C)C(=O)O)c12)OC(C)(C)CC3	6
Cc1cc(O)c(C(=O)/C=C/c2ccccc2O)c(=O)o1	1
C=CCN(c1ccccc1)S(=O)(=O)c1cccc(C(=O)NCC(c2ccc(OC)cc2)N2CCCCC2)c1 (stereo unspecified)	-1
COC(=O)c1nc(NC(=O)c2ccc(C(C)(C)C)cc2)n[nH]1	0
Cc1ccc(S(=O)(=O)Nc2cc(=O)[nH]c(SCC(=O)Nc3ccccc3Cl)n2)cc1	-7
C/C(=N/Nc1ccc([N+](=O)[O-])cc1)c1c[nH]c2ccccc12	3
CC1CCN(C(=O)COC(=O)C2CCN(S(=O)(=O)c3c(Cl)cccc3Cl)CC2)CC1	-1
Cc1cccc2nc(Cn3c(=O)n(CCC(=O)NCc4ccco4)c(=O)c4ccccc43)cc(=O)n12	-3
C#CCOCCOCCOCCNc1nc(N2CCN(C(=O)[C@H](Cc3cc4ccccc4[nH]3)n3cc([C@@H](N)Cc4ccc(O)cc4)nn3)CC2)nc(N2CCN(C(=O)[C@H](Cc3cc4ccccc4[nH]3)n3cc([C@@H](N)CC(C)C)nn3)CC2)n1	3
CCOC(=O)C(=O)Cc1nc(OCc2ccccc2)cc(OCc2ccccc2)n1	3
CCc1ccc(NC(=S)N2CCN(S(=O)(=O)c3ccccc3)CC2)cc1	2
CNc1nc(NC)c2cn[nH]c2n1	-2
O=C(Nc1cccc(S(=O)(=O)NC2=NCCC2)c1)c1cc(F)c(F)c(F)c1F	-3
CCOC(=O)/C(=N/Nc1ccc(Br)cc1)N1CC(C)OC(C)C1 (stereo unspecified)	3
Cc1ccc(NC(=O)c2ncn(CCCNCCCc3ccccc3)n2)cc1C	6
O=C1NCC(c2ccccc2)(c2ccccc2)C(=O)N1	-6
O=C(CN(C1CC1)S(=O)(=O)c1ccc(S(=O)(=O)NC2CCCCC2)cc1)Nc1ccccc1	3
O=C(O)C1CCc2nc(NCc3ccccc3)nc(NCc3ccccc3)c2C1 (stereo unspecified)	8
Cc1cc(=O)c2c(o1)C(=O)c1occc1C2=O	38*
Cn1c(N)c(C(=O)c2cc(-c3ccccn3)nc3ccccc23)c(=O)[nH]c1=O	0

3 compounds from above, sorted by their value in PAFAH2 FP inh, rising.
SMILES	PAFAH2 FP inh
O=C1NCC(c2ccccc2)(c2ccccc2)C(=O)N1	-6
O=C(Nc1cccc(S(=O)(=O)NC2=NCCC2)c1)c1cc(F)c(F)c(F)c1F	-3
COc1ccc(CNCCS(=O)(=O)NCc2ccc(OC)cc2)cc1	6

Some of the entries so far, as a markdown table:
| canonical_smiles | PAFAH2 FP inh |
| --- | --- |
| C/C(=N/Nc1ccc([N+](=O)[O-])cc1)c1c[nH]c2ccccc12 | 3 |
| O=C(Nc1cccc(S(=O)(=O)NC2=NCCC2)c1)c1cc(F)c(F)c(F)c1F | -3 |
| CNc1nc(NC)c2cn[nH]c2n1 | -2 |
| CCOc1ccc(S(=O)(=O)N2CCN(CCNS(=O)(=O)c3ccc(C)cc3)CC2)cc1 | 2 |
| CN(CC(=O)Nc1ccccc1Br)C(=O)c1ccccc1OCc1ccc(Cl)cc1 | 0 |
| O=C1NCC(c2ccccc2)(c2ccccc2)C(=O)N1 | -6 |
| CCC1(c2ccccc2)NC(=O)N(CC(=O)NNC(=O)c2ccc(F)cc2)C1=O (stereo unspecified) | -3 |

Next part:
SMILES	PAFAH2 FP inh
Cc1cc(C)nc(NN=CC2=C(N3CCOCC3)/C(=C/c3ccc(Cl)cc3)CC2)n1	17
Cc1cc2nc(-c3ccccn3)c(-c3ccccn3)nc2cc1C	6
Cc1cccn2c(=O)c3cc(C#N)c(=N)n(CCN4CCOCC4)c3nc12	4
N/C(=N\OS(=O)(=O)c1ccc2ccccc2c1)c1ccccn1	2
Cc1cc(C(=O)N2CCCC(N3CCN(c4cccc(Cl)c4)CC3)C2)n(C)n1 (stereo unspecified)	-2
Cc1ccc(CNC(=S)NC2CCC(C(C)(C)C)CC2)cc1 (stereo unspecified)	-16
O=C(c1cccc(OC2CCN(Cc3ccc(F)cc3)CC2)c1)N1CCCC1	5
O=c1[nH]cc(NCc2ccccc2)c(=O)[nH]1	5
Cc1nc(SCC(=O)NC2(C#N)CCCC2)n(CC(C)C)c1C	1
CCn1cc(CN2CCCC(CNS(=O)(=O)c3ccc(OC)cc3)C2)cn1 (stereo unspecified)	-3
C=CCC(NCc1ccccc1)c1ccc(OC)cc1 (stereo unspecified)	1
CN1CCN(Cc2nc3c(c(=O)n(C)c(=O)n3C)n2Cc2cccc3ccccc23)CC1	1
Nc1ccc2ccccc2c1N=Nc1ccccc1	-3
Nc1nc(-c2ccccc2)c(CCCOc2ccc(NC(=O)CBr)cc2)c(=O)[nH]1	4
COc1cc2c(c(OC)c1OC)-c1ccc(OC)c(=O)cc1C(NC(=O)c1ccccc1)CC2 (stereo unspecified)	-3
COc1ccc(OC)c(/C=N/NC(=S)NCCc2ccccc2)c1	6
Cc1ncoc1C(=O)NC1CC(C)(C)Cc2c1cnn2-c1ccccc1 (stereo unspecified)	3
CCOC(=O)C1C(=O)NC(C(=O)OCC)(C(=O)OCC)C1CC (stereo unspecified)	2
COc1cc(NC(=O)c2ccccc2)c(OC)cc1NC(=O)CN1C(=O)N(C)C2(CCCCC2)C1=O	5
CCNC(=O)/C(C#N)=C/c1c(N2CCN(c3cccc(Cl)c3)CC2)nc2c(C)cccn2c1=O	-9
Cc1ccc(CN(C)C(=O)c2ccc(S(=O)(=O)N3CCCCCC3)cc2)o1	6
O=C(CSc1nc2ccc(Nc3nc(N4CCOCC4)nc(N4CCOCC4)n3)cc2s1)Nc1ccccc1F	-18
CC(=O)c1ccc(OCC(=O)NCCC2=CCCCC2)cc1	6
O=C1C=C(c2ccccc2)C(c2ccccc2)C1 (stereo unspecified)	5
COc1ccc(C(=O)OCC(=O)Nc2cccc(S(=O)(=O)N3CCCCCC3)c2)cc1[N+](=O)[O-]	38*
C=C(C)CSc1nnc2n(Cc3ccccc3)c(=O)c3c4c(sc3n12)CCC4	3
O=c1/c(=C\c2cccnc2)sc2nc3ccccc3n12	-2
N=C(N)SCc1ccc(Cl)c2ccccc12	0
Cn1ccc(C(=O)N/N=C/c2ccncc2)n1	-5
COc1cc(S(=O)(=O)N2CCN(C(=O)c3ccccc3F)CC2)c(OC)cc1NC(C)=O	9
S=C1CC2CCCC(C2)N1 (stereo unspecified)	1
CC(=NNC(=O)c1ccncc1)c1ccc2ccccc2c1O	3
NC(=O)c1cc2ccc(O)cc2oc1=Nc1ccccc1	5
N#Cc1ccccc1OCC(=O)Nc1cc(S(=O)(=O)N2CCCCC2)ccc1N1CCOCC1	0
CCOc1ccc(/C=N/NC(=O)C(=O)N2CCCCCC2)c2ccccc12	-3
CCN(C(=O)COC(=O)CCCc1c[nH]c2ccccc12)c1c(N)n(Cc2ccccc2)c(=O)[nH]c1=O	7
O=C(c1cc(-c2cccs2)nc2ccccc12)N1CCN(CCO)CC1	5
COc1cc(/C=C2\SC(=S)N(CC(=O)Nc3ccc(O)cc3)C2=O)cc(OC)c1OC	-12
Cc1cccc(NC(=O)CN(CC2CCCO2)C(=O)c2ccc(S(C)(=O)=O)cc2)c1C (stereo unspecified)	6
C=CC(=O)Nc1cccc(Nc2nc(N[C@H]3CC[C@H](N(C)C)CC3)nc3c2ncn3C(C)C)c1	5

Some of the entries above in a different format.
Compound,PAFAH2 FP inh
CN1CCCN(S(=O)(=O)c2ccccc2)c2nc3ccccc3nc21,-1
NC(=O)c1cc2ccc(O)cc2oc1=Nc1ccccc1,5
Nc1ccc(N=Nc2ccccc2)cc1[N+](=O)[O-],-2

Remaining list, next part.
SMILES	PAFAH2 FP inh
Cc1c(CNCCc2ccc(Cl)cc2)c(C(=O)O)c(C)n1-c1ccccc1	2
O=C(OCC(=O)N(CCc1ccccc1)Cc1ccccc1)c1cccc(S(=O)(=O)N2CCOCC2)c1	3
O=C1OC(c2ccccc2)C(O)=C1c1ccccc1 (stereo unspecified)	4
O=C(O)c1ccccc1C(=O)N1CCN(c2ncccn2)CC1	-1
COc1cc2c(cc1OC)CN(C1CCCN(Cc3cccc(C(C)=O)c3)C1)CC2 (stereo unspecified)	-4
CC1CC(C)CN(C(=O)COC(=O)c2cccc(S(=O)(=O)N(C)c3ccccc3)c2)C1 (stereo unspecified)	10
CCCCSc1nc2c([nH]1)c(=O)n(C)c(=S)n2C	8
CN(C(=O)c1cccc(NC(=O)Cc2ccc(NC(=O)C3CCN(C(=O)c4ccccc4)CC3)cc2)c1)C1CCCC1	-3
COc1ccc(/C=C2\SC(=O)N(CC(=O)Nc3ccccc3O)C2=O)cc1OC	-8
CC(C(=O)O)N1c2cccc3cccc(c23)S1(=O)=O (stereo unspecified)	3
NC(CCC(=O)NC(CS)C(=O)NCC(=O)O)C(=O)O (stereo unspecified)	-4
Brc1ccc(-c2nnc3sc(CN4CCc5ccccc5C4)cn23)cc1	-4
O=C(O)CCCCCN1C(=O)C(=O)/C(=C(/O)c2ccccc2)C1c1ccccc1 (stereo unspecified)	1
C=CCn1cnc2c(c1=O)c1nc3ccccc3nc1n2/N=C/c1ccccn1	-1
O=S(=O)(CCNC1CC1)NC1CCCCC1	-10
CSc1nc(N(CCO)CCO)c2sc3nc(-c4ccco4)c4c(c3c2n1)CCC4	31*
O=c1c2ccccc2oc2cc(Br)ccc12	1
Cc1n[nH]c(=S)n(NC(=O)/C=C/C(=O)Nn2c(=S)[nH]nc(C)c2=O)c1=O	6
O=C(CN1CCN(S(=O)(=O)c2ccc(Br)s2)CC1)NC1CCCCC1	13
COc1ccc(CCNS(=O)(=O)c2ccc3c(c2)n(C)c(=O)c(=O)n3C)cc1OC	9
Cn1c(=O)c2c(nc(C3CC4C5CCC(C5)C4C3)n2C)n(C)c1=O (stereo unspecified)	24
